Compound activity as filed in PubChem.
MazF activator – MazEF (E. coli) toxin RNase activation; P0AE70; activation, % at 20 µM; FAM/BHQ RNA-DNA oligo cleavage fluorescence, 5 h; 0.32% of 350,000 active; in the data active means activation above about 50%
Target sequence (P0AE70 whole entry, looked up): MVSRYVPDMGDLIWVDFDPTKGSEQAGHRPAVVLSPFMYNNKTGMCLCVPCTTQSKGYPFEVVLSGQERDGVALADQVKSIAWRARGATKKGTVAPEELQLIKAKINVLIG
BioA inh – blocks M. tuberculosis BioA enzyme activity. purified M. tuberculosis BioA enzyme, plate reader. inhibition, % at 9.99 µM. 0.096% of 360,000 active; in the data active means inhibition above about 40%; inconclusive means no clear call, values can overlap the other calls
Mtb FBA inh – inhibits M. tuberculosis FBA enzyme. inhibition, % at 1 µM. 2.3% of 360,000 active. purified M. tuberculosis FBA, fluorescence read-out. P9WQA3. AID 588726; in the data active means inhibition above about 27%;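 further: 0% = vehicle and 100% = reference inhibitor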
Rv3671c protease – Rv3671c (M. tuberculosis) protease inhibition; AID 2606; 0.048% of 320,000 active; inhibition, % at 5.96 µM; in the data active means inhibition above about 38%;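 further: extracellular domain of Rv3671c used as enzyme; 0% = enzyme with DMSO and 100% = no enzyme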
Target sequence (P9WHR9 whole entry, looked up, the tested form may be a part): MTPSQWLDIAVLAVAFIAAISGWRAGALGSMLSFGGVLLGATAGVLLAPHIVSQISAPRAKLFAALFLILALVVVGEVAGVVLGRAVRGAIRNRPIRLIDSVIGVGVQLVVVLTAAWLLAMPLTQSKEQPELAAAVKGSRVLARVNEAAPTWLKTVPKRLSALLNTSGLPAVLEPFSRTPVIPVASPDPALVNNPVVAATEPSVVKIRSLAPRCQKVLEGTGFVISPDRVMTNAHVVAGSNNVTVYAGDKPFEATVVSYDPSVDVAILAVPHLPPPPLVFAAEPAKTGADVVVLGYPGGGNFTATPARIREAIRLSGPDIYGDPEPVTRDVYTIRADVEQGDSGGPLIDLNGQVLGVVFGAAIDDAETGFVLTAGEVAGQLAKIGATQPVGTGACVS
CCHF vOTU inh – CCHFV vOTU protease inhibition | Pep-AMC fluorescence | 0.55% of 370,000 active | AID 651958 | inhibition, % at 11.5 µM; further: 0% = vehicle wells with enzyme and 100% = no enzyme wells
DUSP3 inh – DUSP3 (human) phosphatase inhibition. P51452. recombinant VHR phosphatase, pNPP absorbance. inhibition, % at 13.3 µM. 0.52% of 290,000 active. AID 1654; in the data active means inhibition above about 50%; further: some compounds called inactive have numbers as strong as hits
FadD28 binding – inhibitors of Mycobacterium tuberculosis FadD28 bisubstrate binding; 0.22% of 360,000 active; FadD28 bisubstrate probe binding, fluorescence polarization; inhibition, % at 12.5 µM; AID 588549; in the data active means inhibition above about 8.5%, passing the limit was not always enough; inconclusive means no clear call, values can overlap the other calls
BoNT-F LC inh – BoNT F light chain protease inhibition; Multiplex microsphere protease cleavage assay, flow cytometry; inhibition, % at 10 µM; 0.22% of 360,000 active; AID 588497; in the data active means inhibition above about 35%, passing the limit was not always enough; inconclusive means no clear call, values can overlap the other calls; further: plate controls were buffer without enzyme for full effect and enzyme alone for no effect
Mtb UGM inh – inhibitors of M. tuberculosis UDP-galactopyranose mutase | purified UGM, fluorescence polarization probe displacement | inhibition, % at 10 µM | 0.06% of 320,000 active; in the data active means inhibition above about 10%, passing the limit was not always enough; inconclusive means no clear call, values can overlap the other calls
Target sequence (P9WIQ1 whole entry, looked up): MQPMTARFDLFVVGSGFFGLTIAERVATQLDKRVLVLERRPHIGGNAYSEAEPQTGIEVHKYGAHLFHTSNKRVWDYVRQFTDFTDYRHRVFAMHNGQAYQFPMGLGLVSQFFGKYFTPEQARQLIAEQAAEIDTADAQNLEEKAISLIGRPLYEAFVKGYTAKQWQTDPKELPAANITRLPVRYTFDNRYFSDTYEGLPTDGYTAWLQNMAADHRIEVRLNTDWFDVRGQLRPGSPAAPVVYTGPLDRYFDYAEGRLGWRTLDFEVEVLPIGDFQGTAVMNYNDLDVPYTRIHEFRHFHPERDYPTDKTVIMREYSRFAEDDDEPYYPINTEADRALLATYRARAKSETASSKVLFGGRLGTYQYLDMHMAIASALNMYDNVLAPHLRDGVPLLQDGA
GDH-TPI inh – counter-screen for M. tuberculosis FBA inhibitors: GDH-TPI coupled enzymes. GDH-TPI coupled enzyme counterscreen, NADH absorbance. 1.2% of 360,000 active. inhibition, % at 4.8 µM. AID 588335;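 further: 0% = DMSO wells and 100% = wells lacking the enzyme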
An asterisk follows results filed as active; ? = inconclusive; . = no result given. Unless noted, no stated cut-off is given here; in the data, active means inhibition above about 30%; inactive means the rest.

SMILES	MazF activator	BioA inh	Mtb FBA inh	Rv3671c protease	CCHF vOTU inh	DUSP3 inh	FadD28 binding	BoNT-F LC inh	Mtb UGM inh	GDH-TPI inh
CC[N+](CC)(CC#CCO)CC#Cc1ccccc1	7	.	-2	1	-4	30	-2.4	-7	-1.7	4
CC(=O)Nc1sc(C)c(C)c1C(=O)OCCOc1ccccc1	1	0.4	-3	-9	-8	-22	-4.2	-1	2.1	2
O=C(NCCc1ccccc1)c1ccc(NC(=O)C2CCC2)cc1	4	1.1	2	.	-18	.	-1.8	-5	.	9
O=C(COC(=O)c1cccc(S(=O)(=O)N2CCc3ccccc3C2)c1)NCc1ccco1	-8	-2.7	2	-16	-2	10	-1.0	-6	-0.3	5
CSCCC(NC(=O)c1ccccc1)C(=O)OCC(=O)Nc1ccc(C)c(Cl)c1 (stereo not drawn)	-1	0.0	3	-13	14	-4	-7.2	-10	-0.6	-13
COc1ccccc1-n1ccnc1SCC(=O)NC1CCCC1	4	.	3	8	-7	-12	-0.8	-1	-0.2	-3
CN(C)S(=O)(=O)c1ccc(NC(=O)COC(=O)c2ccccn2)cc1	4	-0.6	0	0	-4	14	2.5	-12	-1.1	5
C[C@@H](C(=O)Nc1nc2ccc(F)cc2s1)N1C(=O)C2CC=CCC2C1=O (stereo partly drawn)	5	.	3	-12	23	6	-1.3	9	-0.5	2
CC12CC(NC(=O)N1CCc1ccccc1)c1cc(Cl)ccc1O2 (stereo not drawn)	2	-2.1	5	0	19	-1	-3.7	9	-0.7	0
O=C(NCC1CCCO1)c1ccccc1NS(=O)(=O)c1ccc(F)cc1 (stereo not drawn)	-6	-2.9	5	1	5	.	-0.2	-3	4.2	7
COc1ccccc1NC(=S)NCCc1ccc(Cl)cc1	2	1.5	3	-2	5	11	-1.7	9	-1.6	8
CC(=O)N1CCc2cc(S(=O)(=O)CCC(=O)NCc3ccc(F)cc3)ccc21	7	3.0	1	-9	10	17	0.4	4	-0.8	7
COc1ccc(S(=O)(=O)N2CCOC2CNC(=O)C(=O)NCc2ccc(F)cc2)cc1OC (stereo not drawn)	-6	0.0	5	1	-3	5	-1.8	0	-0.8	10
Cc1sc2ncn(CCn3cnc4sc(C)c(C)c4c3=O)c(=O)c2c1C	-1	-1.7	-1	7	6	10	-1.6	-4	-2.4	7
Cc1cc(N)n(-c2nc3ccccc3s2)n1	6	.	1	0	-10	22	-2.9	0	1.3	7
CN1CCC(=O)N(CCOc2ccccc2)CC1	-26	1.9	1	-17	12	-6	0.2	-1	-0.4	8
CCOC(=O)C1=C(C)NC(C)=C(C(=O)OCC)C1/C=C/c1ccccc1	-4	2.4	5	-13	9	-1	-2.7	2	-2.2	3
Cc1ccc(CSCc2ccc(C(=O)NCC3CCCO3)o2)cc1 (stereo not drawn)	8	3.4	2	0	-10	21	-1.6	-3	-1.0	0
Cc1ccc(CNc2nc(NC(C)C)nc3ccsc23)c(C)c1	.	-0.1	-1	.	7	.	-8.2	-1	.	8
CCN(CC)S(=O)(=O)N1CCC(C(=O)NCC2COc3ccccc3O2)CC1 (stereo not drawn)	-7	.	-1	1	.	-18	-3.4	-3	1.6	-7
CCN(C[C@H]1N[C@@](Cc2ccccc2)(C(=O)OC)[C@H]2C(=O)N(Cc3ccccc3)C(=O)[C@@H]12)C(=O)C1CCCCC1	-6	-0.7	-1	-9	18	.	0.0	-1	.	5
O=C(COCC(=O)N/N=C/c1ccccc1F)N/N=C/c1ccccc1F	2	-0.1	1	-6	3	-18	-4.3	-8	-0.1	-1
CCCc1nnc(NC(=O)CCC(=O)NCc2ccccc2)s1	5	-2.5	-2	3	11	-4	-0.4	-6	1.1	9
CN(C)N1C(=O)CC(N2CCCCC2)C1=O (stereo not drawn)	6	0.6	0	2	-7	26	-0.7	1	-1.0	-2
C/C(=N/NC(=O)c1cccs1)c1ccc(NC(=O)COc2ccc(Cl)cc2Cl)cc1	17	0.9	0	-11	18	9	2.2	-3	-1.5	11
O=C(Nc1ccc(N2CCN(Cc3ccccc3Cl)CC2)cc1)c1cccnc1	-4	0.9	-1	4	-10	14	-3.4	0	-2.5	14
COc1ccc(NC2CCCN(C(=O)C3(C)CCCCC3)C2)cc1 (stereo not drawn)	4	-0.9	-1	0	7	38	1.4	-2	2.8	-1
Cc1ccc(NC(=O)COC(=O)c2cc(=O)c3ccccc3o2)cc1F	0	-1.5	5	4	-6	.	-0.3	-15	3.4	9
C[C@H]1Cn2cnc(C(=O)Nc3cccc(Cl)c3)c2C(=O)N1	14	-1.8	6	.	-3	.	-2.7	4	.	13
Cc1nn(C)cc1CN1CCC(CO)(CCOc2ccccc2)CC1	0	.	0	-4	-5	13	-1.1	4	0.2	8
COc1ccc(Cc2nn3c(-c4ccccc4Br)nnc3s2)cc1	7	0.8	2	2	-8	6	-1.3	-8	6.1	5
CC(Sc1nnc(C2CC2)n1C1CC1)C(=O)Nc1cccc(S(=O)(=O)N2CCOCC2)c1 (stereo not drawn)	9	-3.1	1	-13	2	.	0.1	-3	-2.0	18
NC(=O)C1(NC(=O)[C@@H]2CC3(CC(c4cccc(NC(=O)c5cc([N+](=O)[O-])cc([N+](=O)[O-])c5)c4)=NO3)CN2C(=O)c2ccccc2)CC1 (stereo partly drawn)	4	-1.6	2	-19	2	12	-2.9	6	-0.9	12
O=C(COC(=O)CNS(=O)(=O)c1cccc(F)c1)NCCc1ccccc1	10	-0.9	1	.	-7	.	0.6	-19	.	-5
C=CCn1c(-c2cccc(OC)c2)n[nH]c1=S	4	0.5	1	-15	1	-2	-3.0	-1	1.0	0
CCc1ccc(C(=O)Nc2nc(C)cs2)s1	-3	2.1	3	-5	25	24	-1.9	14	0.1	12
COc1ccc(-c2nnc(SCC3CCCO3)n2C)cc1 (stereo not drawn)	-1	.	2	4	-20	-13	-0.7	-3	-0.3	2
CCOC(=O)C1=NN(c2ccccc2)C(c2ccccc2)CC1=O (stereo not drawn)	6	0.2	-3	3	-3	20	-0.2	5	-1.6	11
CN1C(=O)C(C)(C)N(C(=O)c2cccc([N+](=O)[O-])c2)c2ccccc21	8	-1.7	-1	-9	-12	44	-2.8	?	-0.4	-1
CCCc1nc2oc3c(NCCOCCO)ncnc3c2c2c1COC(C)(C)C2	10	-0.5	82*	0	-15	-6	-1.4	10	0.7	12
Cc1cc(NC(=O)C2CC(c3cccc(Br)c3)=NO2)no1 (stereo not drawn)	13	-2.7	2	-3	3	3	0.0	28	-1.9	2
NC(=O)c1ccsc1NC(=O)COC(=O)c1ccc([N+](=O)[O-])o1	9	11	-1	-7	21	.	0.0	-11	3.1	13
COc1ccc(-c2nn(CCC#N)cc2/C=N/O)cc1	1	.	3	8	0	23	-3.9	0	-2.0	4
CC(NC(=O)CCNC(=O)N1CCn2c1nc1ccccc12)c1ccccc1 (stereo not drawn)	8	0.1	-7	2	0	25	-2.5	6	-4.2	-5
O=C(NCCC1=CCCCC1)C1CCN(S(=O)(=O)c2ccccc2)CC1	-13	.	2	6	1	-3	-3.2	-3	1.2	-3

Quoted from the entries so far, 14 compounds:
SMILES	MazF activator	BioA inh	Mtb FBA inh	Rv3671c protease	CCHF vOTU inh	DUSP3 inh	FadD28 binding	BoNT-F LC inh	Mtb UGM inh	GDH-TPI inh
C[C@H]1Cn2cnc(C(=O)Nc3cccc(Cl)c3)c2C(=O)N1	14	-1.8	6	.	-3	.	-2.7	4	.	13
Cc1nn(C)cc1CN1CCC(CO)(CCOc2ccccc2)CC1	0	.	0	-4	-5	13	-1.1	4	0.2	8
COc1ccc(Cc2nn3c(-c4ccccc4Br)nnc3s2)cc1	7	0.8	2	2	-8	6	-1.3	-8	6.1	5
CC(Sc1nnc(C2CC2)n1C1CC1)C(=O)Nc1cccc(S(=O)(=O)N2CCOCC2)c1 (stereo not drawn)	9	-3.1	1	-13	2	.	0.1	-3	-2.0	18
NC(=O)C1(NC(=O)[C@@H]2CC3(CC(c4cccc(NC(=O)c5cc([N+](=O)[O-])cc([N+](=O)[O-])c5)c4)=NO3)CN2C(=O)c2ccccc2)CC1 (stereo partly drawn)	4	-1.6	2	-19	2	12	-2.9	6	-0.9	12
O=C(COC(=O)CNS(=O)(=O)c1cccc(F)c1)NCCc1ccccc1	10	-0.9	1	.	-7	.	0.6	-19	.	-5
C=CCn1c(-c2cccc(OC)c2)n[nH]c1=S	4	0.5	1	-15	1	-2	-3.0	-1	1.0	0
CCc1ccc(C(=O)Nc2nc(C)cs2)s1	-3	2.1	3	-5	25	24	-1.9	14	0.1	12
COc1ccc(-c2nnc(SCC3CCCO3)n2C)cc1 (stereo not drawn)	-1	.	2	4	-20	-13	-0.7	-3	-0.3	2
CCOC(=O)C1=NN(c2ccccc2)C(c2ccccc2)CC1=O (stereo not drawn)	6	0.2	-3	3	-3	20	-0.2	5	-1.6	11
CN1C(=O)C(C)(C)N(C(=O)c2cccc([N+](=O)[O-])c2)c2ccccc21	8	-1.7	-1	-9	-12	44	-2.8	?	-0.4	-1
CCCc1nc2oc3c(NCCOCCO)ncnc3c2c2c1COC(C)(C)C2	10	-0.5	82*	0	-15	-6	-1.4	10	0.7	12
Cc1cc(NC(=O)C2CC(c3cccc(Br)c3)=NO2)no1 (stereo not drawn)	13	-2.7	2	-3	3	3	0.0	28	-1.9	2
NC(=O)c1ccsc1NC(=O)COC(=O)c1ccc([N+](=O)[O-])o1	9	11	-1	-7	21	.	0.0	-11	3.1	13

Other compounds follow.
SMILES	MazF activator	BioA inh	Mtb FBA inh	Rv3671c protease	CCHF vOTU inh	DUSP3 inh	FadD28 binding	BoNT-F LC inh	Mtb UGM inh	GDH-TPI inh
CC(=O)CCc1ccc2oc(C(=O)O)c(C)c2c1	-6	-1.2	1	-2	0	6	-2.9	-2	-3.3	-6
Cc1[nH]n(-c2ccccc2)c(=O)c1C=NCCc1ccccc1	-2	.	-1	-3	-10	20	-1.3	-7	2.4	6
O=C(NC1CCCCCC1)c1cccs1	2	-0.4	5	-8	-5	2	-0.7	-3	1.7	5
CC(C)C(NS(=O)(=O)c1cccs1)C(=O)N1CCc2ccccc2C1 (stereo not drawn)	-8	3.6	1	-2	5	-1	-2.1	-2	-2.0	4
COc1ccc2oc(C(=O)N3CCN(S(=O)(=O)c4cccc([N+](=O)[O-])c4)CC3)c(C)c2c1	4	0.0	2	3	9	0	-1.3	-10	-0.6	3
CC(C)(C)c1cc2ncnc(N3CCCCC3)c2s1	9	0.4	3	-5	.	24	-1.6	-10	1.7	1
CC1CCN(S(=O)(=O)c2ccc3c(c2)c(=O)c(C(=O)NC2CCCC2)cn3C)CC1	-1	-1.1	4	-8	1	25	-2.8	-4	-0.9	3
COC(=O)CN1C(=S)N(Cc2ccccc2)C(=O)C1CC(=O)Nc1ccc(Br)cc1 (stereo not drawn)	-2	-1.3	-2	-33	21	7	-2.1	-3	1.4	2
CC(NS(=O)(=O)c1ccc(NC(=O)N2CCCCC2)cc1)c1ccccc1 (stereo not drawn)	0	-2.0	1	-2	-7	-4	-3.9	-3	-1.2	-1

Complete entries, looked up by structure:
Entry for `CC(=O)CCc1ccc2oc(C(=O)O)c(C)c2c1` → MazF activator = -6; BioA inh = -1.2; Mtb FBA inh = 1; Rv3671c protease = -2; CCHF vOTU inh = 0; DUSP3 inh = 6; FadD28 binding = -2.9; BoNT-F LC inh = -2; Mtb UGM inh = -3.3; GDH-TPI inh = -6
Entry for `COC(=O)CN1C(=S)N(Cc2ccccc2)C(=O)C1CC(=O)Nc1ccc(Br)cc1` (stereo not drawn) → MazF activator = -2; BioA inh = -1.3; Mtb FBA inh = -2; Rv3671c protease = -33; CCHF vOTU inh = 21; DUSP3 inh = 7; FadD28 binding = -2.1; BoNT-F LC inh = -3; Mtb UGM inh = 1.4; GDH-TPI inh = 2
